Screens deposited in PubChem BioAssay by several laboratories.
TRPC4 block – blocks the mouse TRPC4 cation channel. Q9QUQ5. HEK293 TRPC4beta/mu-opioid, DAMGO-evoked Fluo4 calcium flux; hits give low values. B-score at 10 µM. actives 0.39% (n = 300,000). AID 2247;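 active = B-score over 3 SD under the library average, no early fluorescence shift, positive overall ratio signal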
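Material: HEK293 cells with stable TRPC4beta plus mu-opioid receptor expression; probe or stimulus: DAMGO in two steps, submaximal then maximal; technique: Fluo4 calcium fluorescence by kinetic imaging, 5 s 1 Hz baseline; measure: integrated fluorescence ratio relative to baseline, converted to per-well B score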
HIF act – HIF pathway transcriptional activation; U2OS HRE-luciferase reporter, luminescence; normalized: DMSO 0%, desferrioxamine 100%; activation, % at 7.5 µM (by protocol); actives 0.32% (n = 300,000); AID 1910;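 active = mean activation of at least 10% of the iron chelator positive control signal, with at least half of replicates also reaching 10%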
MrgX1 ag – human MrgX1 receptor agonism, primary screen; Q96LB2; MrgX1-HEK293 cells, Fluo-4 calcium fluorescence, agonist mode; hits give high values; B-score at 10 µM; actives 0.44% (n = 310,000);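 active = calcium response B-score plate-corrected fluorescence ratio at least 3 library SD, with starting fluorescence B-score inside 5 SD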
Target sequence (Q96LB2 whole entry, looked up): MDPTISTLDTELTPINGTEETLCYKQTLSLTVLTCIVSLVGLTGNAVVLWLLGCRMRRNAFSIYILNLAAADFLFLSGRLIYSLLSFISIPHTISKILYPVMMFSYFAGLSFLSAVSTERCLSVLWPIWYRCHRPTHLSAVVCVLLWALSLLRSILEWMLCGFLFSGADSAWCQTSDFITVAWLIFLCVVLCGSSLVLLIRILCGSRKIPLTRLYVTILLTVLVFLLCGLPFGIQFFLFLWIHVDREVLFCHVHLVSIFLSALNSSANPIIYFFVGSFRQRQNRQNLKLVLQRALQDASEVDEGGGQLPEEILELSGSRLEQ
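Material – MrgX1-expressing HEK293 cells · Input – 15,000 cells seeded per well · Dosing – compound as first of three additions · Times – overnight seeding, then 1 h dark dye loading · Measured by – kinetic Fluo-4 NW fluorescence of intracellular calcium · Read-out – B-scored fluorescence response ratio · Benchmarks – positive and negative control wells on each plate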
MrgX1 antag – human MrgX1 receptor antagonism, primary screen; Q96LB2; MRGX1-HEK293 calcium flux, Fluo-4, BAM8-22 antagonism; hits give low values; B-score at 10 µM; actives 1.3% (n = 310,000);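 active = calcium-response B-score plate-corrected more than 3 library SD below zero, starting fluorescence within 5 deviations, no agonist response on first addition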;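 also: peak minus trough fluorescence over baseline after final BAM8-22 challenge near maximal dose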
SKKanGAS inh – blocks kanamycin growth of S. pyogenes SKKanGAS strain. BacTiter-Glo, 6 h. inhibition, % at 7.5 µM. actives 1.3% (n = 300,000). AID 1662;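 active = mean replicate score, as percent of positive control median, at least 50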;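 also: strain carries kanamycin resistance gene driven by streptokinase promoter and grows in 40 µg/ml kanamycin; loss of luminescence reflects streptokinase promoter inhibition or plain growth inhibition; 0% = median of DMSO wells and 100% = positive control at its reference dose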
TRPC6 inhibitor – blocks the mouse TRPC6 cation channel. HEK293-TRPC6, membrane potential dye, ACh-evoked depolarization; hits give low values. B-score at 10 µM. actives 1.1% (n = 310,000). AID 2553;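 active = B-score under library mean minus 3 SD, initial fluorescence not abnormally high, positive integrated signal ratio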;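 also: B-score derived from integrated fluorescence ratio over the kinetic read; more negative B-score means stronger inhibition of depolarization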
Platelet DG rel – platelet dense granule release activity; AID 1663; human platelet-rich plasma, SFLLRN dense granule ATP release, luminescence; inhibition, %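 (compounds screened at 7.5 µM in platelet-rich plasma)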; actives 0.22% (n = 300,000);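 active = mean replicate score, as percent of positive control, at or above 50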
MrgX1 allo act – human MrgX1 positive allosteric modulation, primary screen; B-score at 10 µM; MrgX1-HEK293, Fluo-4 calcium flux, FDSS; hits give high values; AID 588675; Q96LB2; actives 0.63% (n = 310,000);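 active = plate-corrected calcium response at least 3 library SD above typical, normal starting fluorescence, not activating the receptor alone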;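 also: compound read alongside a low EC10 to EC30 dose of BAM8-22 agonist; peak minus trough fluorescence over baseline measured at the second addition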
RGS4 block – human RGS4 inhibition | P49798 | HEK293 M3R/RGS4 inducible, Fluo-4 calcium flux; hits give high values; triggered by carbachol at its EC20 | B-score at 10 µM | actives 0.45% (n = 310,000) | AID 463165;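 active = B-score, a plate-corrected calcium signal, over three deviations above library mean, with baseline fluorescence within five deviations of library mean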;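 also: RGS4 expression induced by doxycycline in cells with stable M3 receptor; B-score is computed from the integrated fluorescence ratio over baseline after carbachol; higher B-score means a larger calcium signal and so more RGS4 inhibition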
Target sequence (P49798 whole entry, looked up): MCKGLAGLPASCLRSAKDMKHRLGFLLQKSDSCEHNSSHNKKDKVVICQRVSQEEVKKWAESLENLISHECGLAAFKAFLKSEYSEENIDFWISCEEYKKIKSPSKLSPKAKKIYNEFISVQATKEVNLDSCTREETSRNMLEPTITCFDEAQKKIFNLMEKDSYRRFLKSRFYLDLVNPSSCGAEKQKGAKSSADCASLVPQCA
RGS4 pot – RGS4 potentiation or activation | HEK293 M3R/inducible RGS4, carbachol calcium flux Fluo4; hits give low values | B-score at 10 µM | actives 0.92% (n = 310,000) | AID 463111;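 active = B-score of the integrated calcium signal more than 4 SD below the library mean, with starting fluorescence not abnormally high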;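 also: negative B-score means reduced calcium response which marks RGS4 activation or potentiation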
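Assay system: Inducible-RGS4 HEK293 cells carrying M3 receptor | Schedule: Compound preincubation 20 min at room temperature before agonist | Signal: Kinetic calcium fluorescence imaging with Fluo4-AM dye, 2 µM | Read-out basis: B score from integrated fluorescence ratio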
TRPC6 activator – activators of mouse TRPC6 channel; HEK293-TRPC6 membrane potential dye fluorescence; hits give high values; B-score at 10 µM; actives 0.13% (n = 310,000);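 active = B-score of the integrated fluorescence ratio above library mean plus 3 SD, and starting fluorescence ratio within library mean plus 5 SD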;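 also: higher score means more depolarization so channel activation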
Numbers without * were called inactive; i = inactive; x = no result given; & = joins results of further samples.

SMILES | TRPC4 block | HIF act | MrgX1 ag | MrgX1 antag | SKKanGAS inh | TRPC6 inhibitor | Platelet DG rel | MrgX1 allo act | RGS4 block | RGS4 pot | TRPC6 activator
CC1(C)CC(=O)c2sc(NC(=O)CN3C(=O)CCC3=O)nc2C1 | i | -0.4 | i | i | -3.5 | i | -8.0 | i | i | i | i
CC(=O)c1c(C)[nH]c(C(=O)N(CCc2ccccc2)Cc2ccccc2)c1C | i | -0.1 | i | i | 6.1 | i | -1.8 | i | i | i | i
CC1CCN(CCC(=O)N2CCCc3c2c(=O)oc2ccc(O)cc32)CC1 | i | -1.0 | i | i | 5.3 | i | -0.8 | i | i | i | i
COc1cccc(NC(=O)CCC2CCN(C(=O)c3sccc3C)CC2)c1 | i | 0.0 | i | i | 0.0 | i | -6.5 | i | i | i | i
COc1ccc(C(=O)Nc2nnc(S(=O)(=O)N(C)Cc3ccc(F)cc3)s2)cc1OC | i | 0.7 | i | i | 42.1 | i | -10.4 | i | i | i | i
NC(=O)c1c(-c2ccc(Cl)cc2Cl)csc1NC(=O)Cc1ccccc1 | i | -0.4 | i | i | 10.0 | i | -6.3 | i | i | i | i
CCOc1ccc(-c2cccc(NC(=O)c3ccc(Br)o3)c2)nn1 | i | 0.3 | i | i | -8.5 | i | 24.9 | i | i | i | i
CCOc1ccc(C(=O)NC(=S)Nc2ccc(NC(=O)c3ccco3)c(C)c2)cc1[N+](=O)[O-] | i | 0.4 | i | i | 17.8 | i | 0.2 | i | i | i | i
COc1ccc(-n2ncc3c(NCc4ccco4)ncnc32)cc1 | i | 1.7 | i | i | 0.0 | i | 7.9 | i | i | i | i
COc1ccc(NC(=S)N2CCC(NC(=O)c3ccc(F)cc3)CC2)cc1 | i | 0.0 | i | i | 3.5 | i | -2.2 | i | i | i | i
O=C(O)C1C2CCC(C2)C1C(=O)NCCc1cccc(Cl)c1 (configuration not stated) | i | 0.2 | i | i | -2.1 | i | -1.1 | i | i | i | i
Cc1c(C(=O)O)cnc2cc(-c3ccc(Cl)cc3)nn12 | i | 1.6 | i | i | -5.9 | i | -5.5 | i | i | i | i
O=C(Nc1nnc(CCc2ccccc2)s1)c1cccc(F)c1 | i | -3.0 | i | i | -1.5 | i | 4.3 | i | i | i | i
COc1cc(CCCN2C(=S)NC[C@@H]2Cc2ccccc2)cc(OC)c1OC | i | -0.4 | i | i | -2.2 | i | -2.7 | i | i | i | i
CS(=O)(=O)Nc1ccccc1C(=O)NCc1ccco1 | i | 0.1 | i | i | -0.8 | i | -3.5 | i | i | i | i
CCCNC(=O)c1cccc(Cn2cc(Br)c([N+](=O)[O-])n2)c1 | i | -0.3 | i | i | -0.7 | i | -3.0 | i | i | i | i
Cc1cc(C)n(S(=O)(=O)c2ccc(F)cc2)n1 | i | 0.1 | i | i | -2.3 | i | -2.0 | i | i | i | i
CN1CCN(c2nc(-c3cccc([N+](=O)[O-])c3)nc3ccccc23)CC1 | i | -2.8 | i | i | 1.5 | -6.13* | -1.6 | i | i | i | i
CC1CCC(NC(=O)COc2ccccc2C(N)=O)CC1 (configuration not stated) | i | -0.2 | i | i | 2.7 | i | 4.0 | i | i | i | i
O=C(NCCOCc1ccc(Cl)cc1)c1ncn[nH]1 | i | -0.5 | i | i | 3.2 | i | -0.8 | i | i | i | i
Nc1nnc(SCC(=O)NC23CC4CC(CC(C4)C2)C3)s1 | i | 0.2 | i | i | 2.5 | i | -3.9 | i | i | i | i
COc1ccc(NC(=O)C(=O)NCC(c2ccco2)N2CCc3ccccc32)cc1 (configuration not stated) | i | 2.0 | i | i | 2.2 | i | x | i | i | i | i
CCCn1c(-c2ccccc2)cc(SC)c(C#N)c1=O | i | -0.1 | i | i | -5.8 | i | 3.2 | i | i | i | i
CN1CCN(C(=O)c2ccccc2NC(=O)CCN2C(=O)c3ccccc3C2=O)CC1 | i | 0.2 | i | i | -1.5 | i | -2.9 | i | i | i | i
CCc1ccc(NC(=O)C2CCN(S(=O)(=O)c3ccc4c(c3)CC(C)N4C(C)=O)CC2)cc1 (configuration not stated) | i | -0.2 | i | i | -2.4 | i | 4.1 | i | i | i | i
O=S(=O)(NCC1CCCO1)c1cccc(S(=O)(=O)N2CCCC2)c1 (configuration not stated) | i | -0.5 | i | i | -15.1 | i | 1.1 | i | i | i | i
O=C(N/N=C/c1cccc([N+](=O)[O-])c1)C1COc2ccccc2O1 (configuration not stated) | i | 0.3 | i | i | -11.7 | i | 10.7 | i | i | i | i
CNS(=O)(=O)Cc1ccc2[nH]cc(CCN(C)C)c2c1 | i | 0.1&-0.1 | i | i | -0.2&-8.0 | i | -1.3&-1.1 | i | i | i | i
COc1ccc(CCNC(=O)C(=O)N2CCCC2)cc1OC | i | 0.5 | i | i | 0.8 | i | 2.0 | i | i | i | i
CC(C)(C)NC(=O)N1CCn2cccc2C1c1ccccc1F (configuration not stated) | i | 0.1 | i | i | -0.1 | i | 10.7 | i | i | i | i
CC(C)c1ccc(OCC(=O)N2CCN(c3ccccn3)CC2)c(Br)c1 | i | 0.8 | i | i | 4.6 | i | 10.3 | i | i | i | i
O=C1C2C(c3cccc(/C=C/c4ccccc4)c3)CC=CC2C(c2ccc(C(F)(F)F)cc2)N1Cc1ccccc1 (configuration not stated) | i | -0.1 | i | i | 6.3 | i | -1.1 | i | i | i | i
COc1cccc(NC(=O)N2CCCC(C(=O)NC3CCCCC3C)C2)c1 (configuration not stated) | i | 0.9 | i | i | 13.4 | i | -0.7 | i | i | i | i
O=C(/C=C/c1ccco1)N/C(=C\c1ccco1)C(=O)NCCc1nc2ccccc2[nH]1 | i | 0.5 | i | i | -5.2 | i | 3.4 | i | i | i | i
Cc1ccc(OCc2cc(C(=O)N(C)CCc3ccccn3)no2)cc1C | i | 2.5 | i | i | -4.7 | i | -5.6 | i | i | i | i
O=C1c2ccccc2C(Nc2ccc(S(=O)(=O)N3CCCCC3)cc2)N1Cc1ccco1 (configuration not stated) | i | 0.2 | i | -7.85* | -0.2 | i | -1.4 | i | i | i | i
O=C1c2ccccc2NC2(CCCCC2)N1c1ccc(O)cc1 | i | 0.4 | i | i | -3.1 | i | 14.0 | i | i | i | i
Cc1ccc(NS(=O)(=O)c2ccc3[nH]c(=O)oc3c2)c(C)c1 | i | 0.6 | i | i | -3.4 | i | 5.3 | i | i | i | i
CCOC(=O)NC(=O)CN1C(=O)NC(C)(c2ccccc2)C1=O (configuration not stated) | x | x | i | i | -8.9 | x | 5.2 | i | x | x | x
N#Cc1cc([N+](=O)[O-])ccc1N1CCCC1 | i | 0.4 | i | i | -11.1 | i | 16.9 | i | i | i | i
COc1ccc(Cl)cc1NC(=O)C1CC(=O)N(c2ccc(F)cc2)C1 (configuration not stated) | i | -0.3 | i | i | 3.9 | i | -0.6 | i | i | i | i
COCCCn1c(SCC(=O)NC2CCCC2)nnc1-c1ccccc1 | i | 0.3 | i | i | -2.3 | i | -0.8 | i | i | i | i
Cc1ccc(Cl)cc1NC(=O)c1cc2ccccc2cc1O | i | 2.0 | i | i | 97.2* | i | -10.9 | i | i | i | i
Cc1ccc(Cl)cc1N1CCN(C(=O)c2cc3c(=O)[nH]c4ccccc4c3n2C)CC1 | i | 0.9 | i | -13.9* | 28.2 | i | -27.5 | i | i | i | i
O=C(CNC(=O)C1CCCCC1)OCn1nnc2ccccc2c1=O | i | -0.4 | i | i | 0.4 | i | -3.6 | i | i | i | i
CC1CCCC(C)N1C(=O)COc1ccc(-c2nnco2)cc1 (configuration not stated) | i | -0.9 | i | i | -2.6 | i | -0.6 | i | i | i | i
COc1ccc(CCNC(=O)c2sc3ccccc3c2Cl)cc1OC | i | 0.1 | i | i | 0.0 | i | -12.0 | i | i | i | i
O=C(NC(=S)N1CCCCCC1)C1CC1 | i | -0.9 | i | i | 0.9 | i | 13.0 | i | i | i | i
CCCCS(=O)(=O)N1CN(S(=O)(=O)CCCC)C2NC(=O)NC21 (configuration not stated) | i | 3.5 | i | i | -3.3 | i | 1.5 | i | i | i | i
O=C(COC(=O)c1ccncc1)NCCCc1ccccc1 | i | -0.1 | i | i | x | i | 2.1 | i | i | i | i
O=C(COC(=O)C1CC(=O)N(Cc2ccccc2)C1)c1ccc(F)cc1 (configuration not stated) | i | -0.4 | i | i | -0.2 | i | 1.5 | i | i | i | i
CCCCn1nnc(NC(=O)c2ccc(-c3ccccc3[N+](=O)[O-])o2)n1 | i | 1.5 | i | i | 3.3 | i | 0.6 | i | i | i | i
O=C(NCCCc1ccc(F)cc1)C1CCC(=O)N(CCN2CCOCC2)C1 (configuration not stated) | i | 0.0 | i | i | 0.1 | i | -0.3 | i | i | i | i
Cc1c(C(=O)O)cccc1-n1c(C)cc(/C=N/NC(=O)c2cc3ccccc3o2)c1C | i | 0.0 | i | i | 10.1 | i | 2.9 | i | i | i | i
Cn1nnnc1SCC(=O)Nc1ccccc1N1CCCCC1 | i | -0.2 | i | i | -8.6 | i | 14.4 | i | i | i | i
Cc1ccccc1C(=O)NNc1ncnc2c1cnn2C | i | -0.6 | i | i | 10.8 | i | -5.7 | i | i | i | i
COc1ccc(C(=O)N2CCCC2)cc1 | i | -0.5 | i | i | -0.1 | i | -0.9 | i | i | i | i
CC1(C)Cc2cccc(OCC(=O)NCCc3ccccc3)c2O1 | i | 1.4 | i | i | -5.5 | i | -10.6 | i | i | i | i
CCOC(=O)C1C2C=CC3(CN(c4ccccc4CC)C(=O)C13)O2 (configuration not stated) | i | 1.4 | i | i | -2.5 | i | 2.5 | i | i | i | i
Cc1cnc(C(=O)OCC(=O)c2cccc3ccccc23)cn1 | i | -0.4 | i | i | 17.9 | i | -2.4 | i | i | i | i
O=C(NCc1nnc(SCC(=O)N2CCc3ccccc32)o1)c1cccs1 | i | -0.1 | i | i | -3.5 | i | 6.2 | i | i | i | i
Cc1c(C)n(C)c2ccc(C(=O)Nc3cccc4ccccc34)cc12 | i | 1.0 | i | i | 2.2 | i | 4.9 | i | i | i | i
